# From PubChem
# TbMetRS inhib: Trypanosoma brucei MetRS inhibition | AID 624268 | 360,000 compounds, 0.4% hits | purified T. brucei MetRS, ATP depletion, Kinase-Glo luminescence | inhibition, % at 11.9 µM;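 active = inhibition above a per-plate cutoff of the control wells' mean inhibition plus 3 SD, cut at about 5.5% in these data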;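 note: 0% = DMSO wells median and 100% = median of wells with control inhibitor compound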
#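 technique = Kinase-Glo luminescence, ATP depletion format | system = purified MetRS (methionyl-tRNA synthetase) enzyme from Trypanosoma brucei | timing = 15 min preincubation, 2 h reaction, all 25 °C | evaluation = percent inhibition versus plate control medians | dosing = single dose, 11.9 µM final nominal, 0.9% final DMSO | also added = substrates ATP, L-methionine and bulk Escherichia coli tRNA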
# STEP inh: blocks human striatal-enriched tyrosine phosphatase | recombinant STEP, OMFP fluorogenic substrate, fluorescence | inhibition, % at 20 µM | 360,000 compounds, 0.25% hits | AID 588621;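 active = inhibition at 20 µM, scaled per plate between control wells, above about 37%, limit read from the data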;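 note: 0% = DMSO with enzyme and substrate and 100% = substrate only without enzyme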
#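 Assay system: isolated STEP enzyme. Buffer or medium: pH 6.0 Bis-Tris with DTT and Tween 20. Also added: fluorogenic phosphatase substrate OMFP at 25 µM final. Dosing: 20 µM, 1% DMSO. Timing: 20 min reaction, room temperature, in the dark. Measured by: fluorescence intensity, excitation 480 nm, emission 540 nm. Evaluation: normalized % inhibition.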
# NadD block: blocks S. aureus nicotinate mononucleotide adenylyltransferase; purified NadD enzyme, colorimetric absorbance read-out; inhibition, % at 20 µM; 360,000 compounds, 0.78% hits; in the data active = inhibition above about 26%; note: some compounds past the cut are filed as inactive
# SUMO1-SIM PPI: modulators of human SUMO1-mediated protein-protein interactions. SUMO1 binding to a labelled peptide, TR-FRET, 1 h. inhibition, % at 20 µM. 360,000 compounds, 0.33% hits; in the data active = inhibition above about 37%
# Target sequence (P63165 whole entry, looked up): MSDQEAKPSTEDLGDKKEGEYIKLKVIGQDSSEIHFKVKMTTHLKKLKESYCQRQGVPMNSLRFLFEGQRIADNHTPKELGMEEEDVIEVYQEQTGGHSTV
# LMPTP block: blocks human LMPTP phosphatase. inhibition, % at 20 µM. P24666. recombinant LMPTP-A, OMFP fluorogenic substrate, fluorescence intensity. 360,000 compounds, 0.22% hits;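 active = compounds that cut the enzyme signal by at least half of the control window in the single-dose screen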;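 note: plate controls were DMSO wells with enzyme plus substrate for no effect and substrate without enzyme for full effect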
#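 test system = LMPTP-A | amount = 0.625 nM LMPTP-A final | reagent = fluorogenic phosphatase substrate OMFP at 400 µM final | incubation = 50 min at room temperature | benchmarks = no-enzyme low control, uninhibited high control | medium = Bis-Tris pH 6.0, DTT, detergent | signal = fluorescence intensity of OMFP turnover product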
# SKN-1 block: C. elegans SKN-1 inhibition | C. elegans VP596 Pgst-4::GFP/RFP ratio, acrylamide-induced, 24 h | inhibition, % at 21.8 µM | 360,000 compounds, 0.49% hits | AID 624304;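 active = interference check ratio from 0.5 to 1.5 plus GFP to RFP signal ratio inhibition reaching or exceeding a fixed threshold, cut at about 30% in these data, passing the limit was not always enough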; note: some compounds called inactive have numbers as strong as hits
# Scp-1 inhibitor: inhibitors of human Scp-1 phosphatase | Recombinant Scp1, phosphopeptide, malachite green phosphate absorbance | AID 493091 | 340,000 compounds, 0.88% hits | inhibition, % at 20 µM;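 active = inhibition above about 50% at 20 µM, limit read from the data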;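 note: plate controls were DMSO wells with enzyme for no effect and wells lacking enzyme for full effect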
#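 Test system: SCP-1 phosphatase catalytic domain, residues 76-261 | Compound dosing: One concentration, 20 µM, with 1.0% DMSO | Schedule: 45 min room-temperature reaction, 5 min colour, 30 min stabiliser | Detection: Absorbance at 630 nm | Read-out basis: % inhibition of SCP-1 phosphate liberation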
# DNMT1 block: inhibitors of human DNMT1. 360,000 compounds, 0.83% hits. inhibition (reported as % activation of signal), % at 10 µM. DNMT1 molecular beacon, Hinp1I cleavage, fluorescence. P26358; in the data active = inhibition above about 50%
# Neddylation inh: blocks human cullin neddylation; P61081+Q13564; TR-FRET cullin neddylation, biochemical; calls only at 25 µM; 360,000 compounds, 0.58% hits; AID 651699; in the data active = inhibition above about 36%
# NRP1-CendR mod: NRP-1/CendR interaction modulation; FAM-RPARPAR peptide binding to NRP-1, fluorescence polarization; AID 602438; inhibition, % at 25 µM; 360,000 compounds, 0.85% hits; O14786;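 active = inhibition or corrected inhibition above about 18%, plus a signal ratio from 0.5 to 1.5, limit read from the data, passing the limit was not always enough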; note: strong numbers were not always called active
# Target sequence (O14786 whole entry, looked up): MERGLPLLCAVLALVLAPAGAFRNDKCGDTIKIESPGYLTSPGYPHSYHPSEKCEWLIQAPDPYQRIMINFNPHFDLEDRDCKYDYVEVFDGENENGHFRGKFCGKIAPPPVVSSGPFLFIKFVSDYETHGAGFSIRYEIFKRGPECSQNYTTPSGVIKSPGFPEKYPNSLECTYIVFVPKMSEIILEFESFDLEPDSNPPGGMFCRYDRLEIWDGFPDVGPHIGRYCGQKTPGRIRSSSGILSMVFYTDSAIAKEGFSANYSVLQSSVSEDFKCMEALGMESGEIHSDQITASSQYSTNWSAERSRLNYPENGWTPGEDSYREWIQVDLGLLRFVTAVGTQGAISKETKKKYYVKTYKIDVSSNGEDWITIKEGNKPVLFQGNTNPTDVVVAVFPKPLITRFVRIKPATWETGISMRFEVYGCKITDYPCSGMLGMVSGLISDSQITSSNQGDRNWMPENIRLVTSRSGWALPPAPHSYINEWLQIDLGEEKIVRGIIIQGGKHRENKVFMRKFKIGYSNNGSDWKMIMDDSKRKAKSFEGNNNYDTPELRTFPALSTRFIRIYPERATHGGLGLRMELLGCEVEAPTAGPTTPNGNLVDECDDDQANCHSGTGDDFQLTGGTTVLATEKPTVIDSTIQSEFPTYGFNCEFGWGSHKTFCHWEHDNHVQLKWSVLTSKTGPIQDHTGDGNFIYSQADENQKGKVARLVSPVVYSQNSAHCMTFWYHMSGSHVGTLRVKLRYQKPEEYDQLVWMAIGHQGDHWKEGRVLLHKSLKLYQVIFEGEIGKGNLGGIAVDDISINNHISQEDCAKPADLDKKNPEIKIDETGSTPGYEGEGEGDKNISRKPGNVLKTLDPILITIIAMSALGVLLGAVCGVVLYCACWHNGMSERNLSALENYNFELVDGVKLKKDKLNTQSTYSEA
# An asterisk follows results filed as active; i = inactive; . = no result given; & = joins results of further samples.
# Sequence of screens: LMPTP block	Neddylation inh	SKN-1 block	DNMT1 block	NRP1-CendR mod	NadD block	TbMetRS inhib	SUMO1-SIM PPI	STEP inh	Scp-1 inhibitor
NC(=O)C1CCN(C(=O)CNC(=O)c2ccccc2)CC1
    0.6	i	-9	0	23	-7	-1.4	2	-2	-6
CCOC(=O)C1=C(COC(=O)CCOc2ccc(OCC)cc2)NC(=O)NC1C (stereo not drawn)
    0.0	i	5	0	13	2	-0.2	1	0	-3
CC1(C(=O)NS(=O)(=O)C2CC2)CCCN(C(=O)c2ccco2)C1 (stereo not drawn)
    -1.8	i	4	-6	0	-6	0.2	-4	-2	.
COC(=O)c1cc(-c2ccc(Br)cc2)n[nH]1
    -2.8	i	36*	0	8	3	10*	1	-1	0
CNC(=O)/C(C#N)=C/c1ccc(-c2ccccc2[N+](=O)[O-])o1
    0.7	i	17	-8	0	-10	-1.6	-18	2	-5
O=C(Nc1ncccc1O)c1ccc(Cl)c(S(=O)(=O)N2CCCC2)c1
    -0.4	i	8	-4	-1	-6	0.3	2	-2	.
Cc1ccc(NC(=O)Nc2nnc(Cc3ccc([N+](=O)[O-])cc3)s2)cc1
    0.4	i	0	12	8	6	-1.6	-3	3	1
O=C(O)c1cccc(NC(=S)NCc2ccccc2)c1
    -1.4	i	-5	2	8	-10	0.0	-1	-2	-5
CCCNC(=O)CN(c1cccc(F)c1)S(C)(=O)=O
    -0.7	i	3	1	-40	2	-0.9	-1	-4	-11
CC(=O)NS(=O)(=O)c1ccc(NC(=S)NC(=O)Cc2ccccc2)cc1
    -1.0	i	-2	0	5	-1	-0.3	-3	0	-3
COc1ccccc1C(=O)N1CC(=O)Nc2ccc(F)cc2C1c1ccccc1 (stereo not drawn)
    -0.2	i	-4	10	1	-4	-1.4	5	0	3
O=C(c1ccc(CS(=O)(=O)c2ccc(Br)cc2)o1)N1CCCC1
    -1.5	i	-6	3	-4	-6	-0.8	4	-3	-9
CCCOc1ccc(N2C(=O)C3C4C=CC(CC4)C3C2=O)cc1 (stereo not drawn)
    2.0	i	19	5	-1	-4	-1.9	10	2	-1
COCCn1c(SC(C)C(=O)NCC2CCCO2)nc2sc3c(c2c1=O)CCC3 (stereo not drawn)
    0.1	i	10	8	-3	0	-0.4	3	1	15
COc1ccc(CN2CCN(CCc3ccccc3)C(CCO)C2)c(Cl)c1OC (stereo not drawn)
    -1.1	i	3	0	8	-9	-0.1	1	-3	-7

# Rewritten bar-delimited: part of the list above
SMILES | LMPTP block | Neddylation inh | SKN-1 block | DNMT1 block | NRP1-CendR mod | NadD block | TbMetRS inhib | SUMO1-SIM PPI | STEP inh | Scp-1 inhibitor
O=C(O)c1cccc(NC(=S)NCc2ccccc2)c1 | -1.4 | i | -5 | 2 | 8 | -10 | 0.0 | -1 | -2 | -5
CCCNC(=O)CN(c1cccc(F)c1)S(C)(=O)=O | -0.7 | i | 3 | 1 | -40 | 2 | -0.9 | -1 | -4 | -11
CC(=O)NS(=O)(=O)c1ccc(NC(=S)NC(=O)Cc2ccccc2)cc1 | -1.0 | i | -2 | 0 | 5 | -1 | -0.3 | -3 | 0 | -3

# Next entries:
# Sequence of screens: LMPTP block	Neddylation inh	SKN-1 block	DNMT1 block	NRP1-CendR mod	NadD block	TbMetRS inhib	SUMO1-SIM PPI	STEP inh	Scp-1 inhibitor
CC1(C)CC(=O)C2=C(C1)Nc1ccccc1N1C(=O)c3ccccc3C21 (stereo not drawn)
    -1.0	i	4	-3	11	2	0.0	3	-1	-8
CCN(CC)S(=O)(=O)c1ccc2c(c1)N(CC(=O)N(CCc1ccncc1)C(C)C)C(=O)CO2
    0.0	i	3	0	11	-1	0.1	-1	-2	-6
CC[n+]1c(/C=C/c2ccc(N(C)C)cc2)ccc2ccccc21
    36	i	82	-1	-42	15	-3.2	-30	24	13
O=C(CN1CCN(c2ccccc2F)CC1)Nc1ccc2c(c1)CCC2
    -1.5	i	3	0	2	-2	-0.2	2	-3	-6
CN(C)c1ccc(C(CNS(=O)(=O)c2cccc([N+](=O)[O-])c2)N2CCOCC2)cc1 (stereo not drawn)
    0.6	i	12	-1	6	0	0.0	-27	-1	-6
O=C(CC12CC3CC(CC(C3)C1)C2)N/N=C\c1ccc[nH]1
    -0.2	i	5	0	6	1	0.5	-4	1	-9
O=C(CSc1nnc(Nc2ccccc2)s1)NCC1CCCO1 (stereo not drawn)
    0.7	i	1	-5	-8	-1	0.5	3	1	-14
O=C(CSc1nnc(C2CC2)n1-c1ccccc1)NC1CCS(=O)(=O)C1 (stereo not drawn)
    -0.3	i	-8	10	-1	-2	-0.6	3	-4	4
Cc1nn(C)c(C(=O)NNC(=S)NCc2ccco2)c1Br
    -0.8	i	3	5	-5	-2	0.3	2	-2	3
O=C(/C=C/Nc1ccc(F)cc1F)c1ccc(Br)cc1
    0.3	i	8	3	-8	3	-0.9	-5	0	-5
O=C(NNC(=O)c1cc(Br)c(Br)s1)c1csc(N2CCOCC2)n1
    -0.6	i	6	2	1	2	-0.2	6	0	-7
COc1ccccc1NC(=O)c1ccc(NC(=O)CN2CCCC2)cc1
    -1.7	i	3	-2	-8	-9	-0.4	-3	5	1
COc1ccc(-c2ccc(-c3noc(-c4ccccc4F)n3)c(OC)n2)cc1
    0.3	i	-1	44	-17	-4	-0.8	14	0	-8
Clc1ccc(C(c2nnnn2C2CCCC2)N2CCN(c3nc4ccccc4s3)CC2)cc1 (stereo not drawn)
    3.8	i	16	-1	0	23	-0.4	0	-1	5
NS(=O)(=O)c1cccc(NC(=O)CSc2ncnc3ccccc23)c1
    2.6	i	-5	2	8	-3	-0.6	-1	-2	6
O=C(CCNS(=O)(=O)c1cccc2nsnc12)NC1CCCc2ccccc21 (stereo not drawn)
    -0.5	i	-4	-2	0	-7	-0.9	-28	0	0
COc1ccc(N2C(=O)CSC2c2ccc3c(c2)OCO3)cc1 (stereo not drawn)
    -0.6	i	-5	-3	0	-4	-1.0	1	4	3
CC1(C)CSC(=NCCc2ccccc2)N1
    -1.3	i	-6	2	-6	-7	0.2	3	30	-1
COc1cccc(C(O)c2nccn2Cc2ccccc2)c1OC (stereo not drawn)
    -1.0	i	9	3	12	-2	-0.8	2	-3	2
C[C@@H]1CN([C@H](C)CO)C(=O)CCCn2nncc2CO[C@H]1CN(C)Cc1ccccc1
    -2.6	i	-3	1	0	-7	-0.3	3	-2	.
COc1ccc(C(=O)Nc2ccccc2N2CCOCC2)cc1S(=O)(=O)N1CCCC1
    -0.8	i	-7	0	-1	0	-0.3	5	0	-6
O=C(Nc1cccc(NC(=O)c2sc3ccccc3c2Cl)c1)c1ccco1
    2.3	i	-7	-12	-6	2	-0.6	0	-1	1
CCC1C(=O)NCCN1C(=O)c1cc(COc2cc(C)ccc2C)on1 (stereo not drawn)
    -1.8	i	19	-2	-9	4	-0.3	9	-2	-10
CCOC(=O)C1CCN(Cc2nnnn2CCc2ccccc2)CC1
    -2.2	i	7	2	9	-2	-1.1	2	3	-1
Cc1nn(CCC(N)=O)c2nc(-c3cccs3)cc(C(F)(F)F)c12
    0.3	.	-4	6	-28	-7	0.1	-9	-1	-4
O=C(CSc1ccc(Br)cc1)NCC1(N2CCCCC2)CCCCC1
    1.2	i	17	-1	-3	-4	0.0	-4	-1	0
Cc1ccc(O)c(C(=O)CC(=O)c2ccc(Cl)cc2)c1
    0.7	i	16	-2	3	1	-0.8	-4	2	-10
Cn1cc(/C=C/C(=O)N2CCCC(C(=O)c3cccc4ccccc34)C2)cn1 (stereo not drawn)
    -2.2	i	-2	1	-11	-5	-0.7	-11	-3	-14
CCOc1ccccc1NC(=S)N1CCN(c2nc(-c3cccc(OC)c3)cs2)CC1
    2.4	i	-6	-9	1	-1	-0.3	-2	2	11
Cc1ccc2cc(C)c3nnc(SCc4ccc(C(=O)O)cc4)n3c2c1C
    -1.1	i	0	1	-3	3	1.6	-11	-1	16
Cc1nc(CN2CCN(C(=O)c3ccc(C(C)(C)C)cc3)CC2)cs1
    -1.1	i	-8	6	-10	-3	-1.4	4	-3	6
Cc1nc2nc[nH]n2c(=O)c1NC(=O)CC12CC3CC(CC(C3)C1)C2
    -1.4&-1.1	i	-19&2	0&2	11&-7	1&-2	-1.5&0.8	-1&3	-9&-2	-8&-5
Cc1ccc(S(=O)(=O)Nc2cc(-c3ccc(Cl)cc3)nn2C)cc1
    -0.1	i	-7	-1	-17	-1	-0.1	11	1	-15
CC1CN(c2cc(=O)n(-c3ccccc3)c(=O)[nH]2)CC(C)O1 (stereo not drawn)
    -2.1	i	-4	-1	1	2	-0.3	5	-2	6
COc1ccc(S(=O)(=O)n2nc(C)c(S(=O)(=O)N3CCOCC3)c2C)cc1
    -1.5	i	-4	1	10	0	-0.3	1	0	-6
CC[C@H](C)[C@@H](C(=O)NCCCCCCCCCCC(=O)N1CCN(C(=O)OC(C)(C)C)CC1)n1cc(CCCCCNC(=O)OC(C)(C)C)nn1
    9.7	i	9	-7	-13	21	0.1	-5	7	4
Cc1nc2nc3c(c(=O)n2[nH]1)CCC3
    -1.2	i	0	3	-7	8	-0.4	2	3	-2
CN(C)c1cc[n+](Cc2ccccc2)cc1
    -0.7	i	8	5	3	-2	-0.9	1	-4	1
Cc1ccc(Nc2nnc(-c3ccccc3N)o2)cc1C
    -0.4	.	1	1	2	-2	-0.4	1	4	-8
CC(C)/C=C1\CCc2c([nH]c3ccccc23)C1=O
    -0.5	i	5	-6	4	-2	0.1	-6	0	-7
Cc1cc(C)c(S(=O)(=O)N2CC=C(c3ccccc3)CC2)c(C)c1
    3.6	i	8	1	-2	13	0.1	5	4	-17
O=C1[C@H]2[C@@H](c3ccc(F)cc3)N3C(=O)N(c4cccc(F)c4)C(=O)[C@@]3(Cc3ccccc3)[C@H]2C(=O)N1C1CCCCC1
    1.5	i	3	3	3	5	-0.2	1	4	-8
COc1ccc(C2C(C(=O)Nc3ccccc3)=C(C)N=C3SCC(=O)N32)cc1 (stereo not drawn)
    1.3	i	10	-9	7	16	-0.4	2	-2	-2
COc1ccccc1NC(=S)NC(=O)/C=C/c1ccco1
    1.8	i	3	2	-50	11	0.4	-3	4	-5
COCCCNc1nc(CC(C)C)nc2c1nnn2Cc1ccccc1
    0.5	i	11	-4	-6	3	1.1	-2	1	-4
COc1ccccc1CCNS(=O)(=O)c1cn(C)nc1C
    -0.3	i	-3	2	-9	-4	-0.4	1	0	-5
CC1C/C(=N/O)C(C)CN1 (stereo not drawn)
    -0.4	i	-5	2	1	2	-0.8	-3	2	-5
